Pol eta inh – DNA polymerase eta (human) inhibition; AID 588591; recombinant Pol eta, fluorescent DNA replication assay; Potency, µM (series often up to 114 µM), for inactives: at the top dose activity change, negative = inhibition, hits mostly inhibitors; 390,000 compounds, 1.2% hits; also: potency is read from the fitted curve at half-maximal effect; % is scaled to controls: 0 for no effect and ±100 for the full control effect
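Pol eta (10 nM) was preincubated with compounds for 15 min at room temperature, after which fluorescent replication substrate (50 nM final) was added to start the reaction. Fluorescence was read kinetically at 0 and 10 min.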
POLK inh – blocks human DNA polymerase kappa activity. 400,000 compounds, 0.53% hits. AID 588579. Potency, µM (highest dose often 107 µM), for the others: at the top dose activity, negative = inhibition, usual class: inhibitors. Q9UBT6. purified Pol kappa, fluorescent DNA synthesis assay, 10 min; also: potency is read from the fitted curve at half-maximal effect; % is scaled to controls: 0 for no effect and ±100 for the full control effect
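Fluorescent qHTS in 1536-well format: enzyme (10 nM) and compound sat 15 min at room temperature before 50 nM substrate (final) was added. Signal taken at 0 and 10 min; no-enzyme buffer wells were negative controls.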
APEX1 inh – blocks human APE1 abasic DNA cleavage | 350,000 compounds, 0.35% hits | Potency, µM (series often up to 65.8 µM), inactives show at the top dose activity change, negative = inhibition, actives largely listed as inhibitors | recombinant APE1, TAMRA/BHQ-2 abasic DNA cleavage fluorescence | AID 2517;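 also: potency is read from the fitted curve at half-maximal effect; plate controls were vehicle for no effect and reference inhibitor for full effect; nearly all actives have a fitted effect of over 55% in size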
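Compound pre-exposure to 0.75 nM APE1, 15 min at ambient temperature. Reaction initiated with 50 nM TAMRA/BHQ-2 THF substrate, read immediately in kinetic mode, 525 nm excitation, 598 nm emission.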
LDHA block – blocks human lactate dehydrogenase A; AID 1347041; 480,000 compounds, 0.15% hits; P00338; purified LDHA, NADH/diaphorase-resazurin fluorescence; hits give low values; activity change, % (values are at about 110 or 230 µM); in the data active = activity change below about -30%; inconclusive = mostly about -25% to -30%;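 also: plate controls were DMSO wells for no effect and wells without enzyme for full effect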
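Human LDH5 at 2 nM final in Tris HCl pH 7.4 with 0.06 mM NADH and 0.2 mM pyruvate, reacted 5 minutes at room temperature. Remaining NADH coupled via diaphorase/resazurin; resorufin fluorescence read at 0 and 20 minutes, normalized to enzyme-free and DMSO wells.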
Anesthetic bind – binds horse apoferritin like a general anesthetic. apoferritin/1-aminoanthracene competitive binding, fluorescence. Potency, µM (highest dose often 77.5 µM), inactives show top-dose activity change, negative = displacement, most hits filed as inhibitors. 350,000 compounds, 0.074% hits. AID 485281; also: potency is read from the fitted curve at half-maximal effect; % is scaled to controls: 0 for no effect and ±100 for the full control effect; nearly all actives have a fitted effect of over 20% in size
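Horse-spleen apoferritin (10 uM) in 50% saturated 1-aminoanthracene in PBS was incubated 10 min at room temperature with compound. Fluorescence (ex 380, em 535 nm) was normalized to free and bound 1-AMA, with concentration-response fitted by a four-parameter Hill equation.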
BLM helicase inh – blocks DNA unwinding by human BLM helicase. P54132. recombinant BLM DNA unwinding, fluorescence dequenching. Potency, µM (series often up to 56.1 µM), without a hit: top-dose activity change, negative = inhibition, usual class: inhibitors. 350,000 compounds, 0.2% hits;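 also: potency is read from the fitted curve at half-maximal effect; plate controls were vehicle for no effect and no enzyme for full effect; nearly all actives have a fitted effect of over 35% in size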
Target sequence (P54132 whole entry, looked up): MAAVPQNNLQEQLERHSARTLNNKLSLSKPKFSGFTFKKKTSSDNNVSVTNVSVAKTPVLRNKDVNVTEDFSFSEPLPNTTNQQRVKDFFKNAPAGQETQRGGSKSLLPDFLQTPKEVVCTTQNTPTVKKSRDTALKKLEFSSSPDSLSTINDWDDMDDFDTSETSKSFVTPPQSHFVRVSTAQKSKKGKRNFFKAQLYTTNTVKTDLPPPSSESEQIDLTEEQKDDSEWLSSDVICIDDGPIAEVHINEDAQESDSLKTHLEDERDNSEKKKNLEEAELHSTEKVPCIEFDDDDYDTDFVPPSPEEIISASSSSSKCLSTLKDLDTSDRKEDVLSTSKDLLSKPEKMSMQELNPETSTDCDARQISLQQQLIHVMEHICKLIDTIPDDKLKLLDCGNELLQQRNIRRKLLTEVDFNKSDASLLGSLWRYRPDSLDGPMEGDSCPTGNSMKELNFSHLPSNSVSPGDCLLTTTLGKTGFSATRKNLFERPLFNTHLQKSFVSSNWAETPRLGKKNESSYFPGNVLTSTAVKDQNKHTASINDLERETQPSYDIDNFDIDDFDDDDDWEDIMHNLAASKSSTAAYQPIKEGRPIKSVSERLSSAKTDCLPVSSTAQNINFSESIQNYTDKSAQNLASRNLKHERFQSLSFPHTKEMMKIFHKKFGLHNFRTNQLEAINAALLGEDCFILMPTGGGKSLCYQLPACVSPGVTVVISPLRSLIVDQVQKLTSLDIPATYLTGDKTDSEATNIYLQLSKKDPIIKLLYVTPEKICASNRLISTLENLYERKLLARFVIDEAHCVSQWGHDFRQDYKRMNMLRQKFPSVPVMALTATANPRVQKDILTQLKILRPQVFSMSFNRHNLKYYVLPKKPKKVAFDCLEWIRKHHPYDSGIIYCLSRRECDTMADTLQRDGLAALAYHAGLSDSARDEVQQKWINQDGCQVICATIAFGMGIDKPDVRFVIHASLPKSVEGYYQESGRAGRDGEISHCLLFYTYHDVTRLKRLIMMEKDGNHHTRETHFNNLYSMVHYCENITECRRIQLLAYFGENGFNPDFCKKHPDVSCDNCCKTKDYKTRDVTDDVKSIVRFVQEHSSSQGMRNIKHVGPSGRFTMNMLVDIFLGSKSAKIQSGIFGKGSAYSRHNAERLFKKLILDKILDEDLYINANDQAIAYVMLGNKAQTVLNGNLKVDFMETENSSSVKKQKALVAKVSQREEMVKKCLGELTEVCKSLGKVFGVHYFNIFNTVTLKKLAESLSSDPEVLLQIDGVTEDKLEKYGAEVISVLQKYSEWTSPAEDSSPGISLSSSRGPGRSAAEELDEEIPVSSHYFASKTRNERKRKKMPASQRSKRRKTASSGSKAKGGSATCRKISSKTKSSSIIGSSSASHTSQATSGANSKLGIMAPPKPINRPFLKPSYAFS
Glioma ERSR ind – ER stress response induction in glioma; U87-MG GRP78 promoter luciferase reporter, 16 h; Potency, µM, inactives show top-dose activation, usual class: activators; AID 602332; 420,000 compounds, 0.02% hits; also: potency is read from the fitted curve at half-maximal effect; series mostly up to about 76 µM; % of control where 0% means no effect; nearly all actives have a fitted effect of over 35% in size
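Stably transfected U87-MG glioma cells carrying a GRP78-based luciferase sensor; 16 h compound incubation. Luminescence end-point read 10 min after Bright-Glo addition at room temperature.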
POLI inh – DNA polymerase iota (human) inhibition; 390,000 compounds, 1% hits; Q9UNA4; Potency, µM (top dose mostly 115 µM), for the others: at the top dose activity, negative = inhibition, usual class: inhibitors; Pol iota fluorescent replication assay, 10 min; also: potency is read from the fitted curve at half-maximal effect
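Fluorescent replication assay read twice, at 0 min and 10 min after adding 50 nM (final) substrate. Enzyme (10 nM) and compounds were first incubated 15 min at room temperature; enzyme-free buffer wells were negative controls.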
POLB inh – blocks human DNA polymerase beta activity | Pol beta primer extension/strand displacement, fluorescence kinetic | 340,000 compounds, 1.3% hits | AID 485314 | Potency, µM (series often up to 114 µM), inactives show at the top dose activity change, negative = inhibition, hits mostly inhibitors | P06746; also: potency is read from the fitted curve at half-maximal effect; % is scaled to controls: 0 for no effect and ±100 for the full control effect
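10 nM enzyme + cpd, 15 min RT; start with substrate 50 nM final; read 0 min and after 10 min RT. Corrected, normalized data; 4-parameter Hill curve fit.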
* = called active by the depositor; ? = inconclusive; . = no result given; & = joins results of further samples; [ ] = another dose, or the depositor's remark. Unless noted, calls follow the shape of the dose curve; as a rule, active = well fitted curve in the direction sought with a large enough effect; inconclusive = small, poorly fitted or top-dose-only effect, or another doubt; inactive = no such curve, though single readings can be large; an effect the other way counts as inactive or inconclusive.

SMILES	Pol eta inh	POLK inh	APEX1 inh	LDHA block	Anesthetic bind	BLM helicase inh	Glioma ERSR ind	POLI inh	POLB inh
CC(OC(=O)c1nc(Cl)ccc1Cl)C(=O)Nc1ccc2c(c1)OCCO2 (stereo not given)	-19%	5%	12%	-4	.	.	-1%	44%[activator]	.
Cc1ccc(C(=O)Nc2ccc(C(=O)O)cc2NC(=O)c2ccc(C)cc2)cc1	-19%	-1%	3%	0	-5%	3%	-6%	13%	6%
CCCCN(C(=O)c1ccc(C)c(S(=O)(=O)N2CCOCC2)c1)c1c(N)n(CCCC)c(=O)[nH]c1=O	-15%	-3%	-10%	2	.	.	-5%	-15%	.
COc1ccccc1NC(=O)Cn1c(=O)sc2ccccc21	-1%	-14%	10%	2	-8%	-2%	4%	-14%	32%
CC(=O)Nc1sc(N/N=C/c2ccc(O)cc2)nc1-c1ccc(C)cc1	-9%	-6%	-2%	1	4%	-6%	3%	?	-11%
Cc1c(Cl)cnc(NC(=O)COC(=O)c2cccs2)c1Cl	-13%	6%	12%	2	.	.	-2%	3%	.
CCN(CC)c1ccc(C=Nc2ccc(C)cc2)c(O)c1	-14%	-8%	-21%	8	-14%	-2%	4%	?	-2%
Cc1cc(C)c2c(n1)sc1c(=O)n(Cc3ccc(F)cc3)cnc12	-18%	-2%	0%	-12	-5%	-4%	-1%	10%	-2%
O=C(c1ccc(-n2cnnn2)cc1)N1CCCCC1	0%	-5%	6%	-6	-6%	-10%	-2%	0%	29%
O=C1CCc2cc(S(=O)(=O)NCc3ccc(F)cc3)cc3c2N1CCC3	2%	-10%	10%	-2	.	.	-2%	4%	.
S=C(NCc1ccccc1)NNc1nc2ccccc2[nH]1	-6%	-9%	-8%	6	-9%	-2%	-2%	21%	43%[activator]
CCSc1nc(O)c(Cc2ccccc2)c(=O)[nH]1	-4%	-13%	-3%	-6	-11%	-1%	-1%	30%[activator]	-5%
Cc1ccc(S(=O)(=O)N/N=C\c2cccnc2)cc1	-6%	-5%	8%	3	-3%	3%	7%	-6%	5%
Cc1ccc(C)c(N2CCN(C(=O)c3ccc(N4CCOCC4)c([N+](=O)[O-])c3)CC2)c1	-17%	-18%	59%[activator]	-5	?	-8%	2%	35%[activator]	-8%
Cc1cc(C)cc(C(=O)N(C)[C@H](Cc2ccc(-c3ccccc3)cc2)C(=O)N[C@@H](Cc2c[nH]c3ccccc23)C(=O)O)c1	.	15%[60.1 µM]	-3%&-5%	.	-7%	-2%&-7%	-8%&-6%	.	.
CC(C)C1OC2(C)OC(=N)C1(C#N)C(C#N)(C#N)C2c1ccccc1 (stereo not given)	?	-6%	33%[activator]	15	382%[activator]	0%	-2%	76%[activator]	-13%
COc1cccc(CNC(=O)C2(c3cccs3)CCOCC2)c1	-10%	-7%[60.1 µM]	.	-2	3%	1%	-3%	15%	-23%
Cc1nc(N2N=C3/C(=C/c4ccc(F)cc4)CCCC3C2c2ccc(F)cc2)sc1C(=O)N(C)C (stereo not given)	-25%	-11%	-1%	4	384%[activator]	2%	-4%	4%	-2%
CCC(C)C(N)C(=O)N1CCCC1C(=O)NC(C(=O)O)C(C)CC (stereo not given)	-11%	16%	.	-4	.	.	-1%	8%	.
O=C(/C=C/c1ccco1)Nc1ccc(Cl)c(S(=O)(=O)N2CCOCC2)c1	-9%	-18%	-2%	-6	-6%	-2%	4%	24%	4%
CCC(=O)N1CCc2cc(Br)cc(S(=O)(=O)N3CCCC(C(=O)O)C3)c21 (stereo not given)	?	-17%	9%	-3	6%	-2%	-3%	19%	-11%
N=C1SC(c2ccccc2)C(=O)N1c1ncc(Cc2ccccc2Cl)s1 (stereo not given)	?	?	-1%	-6	?	-16%	6%	?	18µM*
CC(=O)c1sc(-c2c(C)nc3sccn23)nc1C1CCCC1	.	.	3%	.	-5%	2%	.	.	-9%
c1ccc2c(c1)nc1n2CC2CON(C3CCCCC3)C12 (stereo not given)	-6%	-19%	3%	-1	-4%	-2%	4%	?	39%
CCO[C@@H]1c2c(ccc3ccc(=O)oc23)OC(C)(C)[C@H]1O	-6%	-9%	-6%	-7	.	.	-2%	18%	.
Cc1ccc(NC(=O)c2ncn(CC(=O)N[C@H](CO)Cc3c[nH]c4ccccc34)n2)cc1C	-6%	-10%	4%	-19	.	.	4%	-4%	.
CC1(C)C2CCC1(C)C(NC(=O)CCN1CCCCC1)C2 (stereo not given)	-1%	-8%	4%	-9	?	2%	-1%	1%	-1%
Cc1ccc(N2CCN(C(=O)Cc3c(C(=O)O)c(C)cn3C)CC2)c(C)c1	-15%	-5%[60.1 µM]	.	-3	-9%	2%	-3%	37%[activator]	5%
O=C(NCCc1c[nH]c2ccccc12)C1CCC(=O)N(CCc2cccc(F)c2)C1 (stereo not given)	-16%	7%	-16%	2	-9%	2%	0%	23%	?
CCOc1ccc(OCCOCCn2ccnc2)cc1	8%	4%	-1%	-18	-17%	-2%	-5%	11%	2%
COc1cccc(NC(=O)C(Cc2ccccc2)n2cccc2)c1 (stereo not given)	-28%	-3%	-3%	-6	1%	-8%	-2%	9%	-10%
O=C(C[n+]1cc(Br)cc(Br)c1)c1ccc2ccccc2c1	.	-22%	.	-4	.	.	-2%	30%[activator]	.
CCN(CC(=O)NCc1cccs1)C(=O)c1cccc(S(=O)(=O)Nc2ccc(C)cc2)c1	-18%	-17%	-14%	-7	.	.	-3%	122%[activator]	.
Cc1nc2c(c(C)nn2-c2ccccc2)c(C)c1CCC(=O)NCCc1ccccc1	-6%	-1%	.	-6	-5%	-1%	-1%	-22%	19%
Cc1ccc(-n2c(=O)c3c4c(sc3n(CC(=O)c3ccc(Cl)cc3)c2=O)CCC4)cc1C	-4%	0%	.	-14	3%	0%	-3%	-18%	19%
CC1(O)CC(c2ccc(Cl)cc2)=NN1C(=O)c1ccc(Cl)cc1 (stereo not given)	-17%	-10%	3%	-5	-20%	-6%	-2%	-28%	-7%
COC(=O)C(CC(=O)CNC(=O)c1ccccc1)NC(=O)c1ccccc1 (stereo not given)	-9%	-16%	.	-4	.	.	-3%	67%[activator]	.
COc1ccc(Cl)cc1NC(=O)N1CCN(S(C)(=O)=O)CC1	-7%	-15%	3%	-9	-8%	1%	1%	6%	28%
COc1ccc(-c2noc(-c3ccc(N4CCCC4)c([N+](=O)[O-])c3)n2)cc1	-10%	5%	.	3	?	-1%	-3%	9%	-2%
CC(C)CN1CCC(=O)N([C@H](CN=[N+]=[N-])Cc2ccccc2)CC1	-23%	9%&1%	22%	-1	-10%	-1%	-4%&-1%	26%&16%	1%
Cc1ccc(CN2CC(C(=O)NNC(=O)c3ccc(F)cc3)CC2=O)cc1 (stereo not given)	12%	-8%	-23%	0	.	.	2%	12%	.
O=C(Nc1ccc2c(c1)OCCO2)c1ccccc1F	-17%	-10%	7%	-4	-20%	-3%	-13%	?	-1%
COC(=O)COc1ccc(/C=C2/NC(=O)N(CC(=O)OC)C2=O)cc1	-4%	-14%	?	-4	-2%	-4%	-2%	140%[activator]	2%
O=C1CSC(=O)N1CCOCCN1C(=O)CSC1=O	-7%	2%	-6%	-1	0%	2%	-3%	-10%	10%
CCc1cccc(NC(=O)Cn2cc3c(n2)CCCC3)c1	-25%	-17%	14%	-3	-3%	4%	-1%	0%	42%

An excerpt from above in order of the BLM helicase inh value, descending:
Molecule	BLM helicase inh
Cc1ccc(C(=O)Nc2ccc(C(=O)O)cc2NC(=O)c2ccc(C)cc2)cc1	3%
CCN(CC)c1ccc(C=Nc2ccc(C)cc2)c(O)c1	-2%
Cc1ccc(C)c(N2CCN(C(=O)c3ccc(N4CCOCC4)c([N+](=O)[O-])c3)CC2)c1	-8%

2 compounds picked at random from the list so far, as already listed:
SMILES	Pol eta inh	POLK inh	APEX1 inh	LDHA block	Anesthetic bind	BLM helicase inh	Glioma ERSR ind	POLI inh	POLB inh
O=C(Nc1ccc2c(c1)OCCO2)c1ccccc1F	-17%	-10%	7%	-4	-20%	-3%	-13%	?	-1%
Cc1ccc(CN2CC(C(=O)NNC(=O)c3ccc(F)cc3)CC2=O)cc1 (stereo not given)	12%	-8%	-23%	0	.	.	2%	12%	.

New compounds follow
SMILES	Pol eta inh	POLK inh	APEX1 inh	LDHA block	Anesthetic bind	BLM helicase inh	Glioma ERSR ind	POLI inh	POLB inh
CC(=O)Nc1ccc(NC(=O)CCn2c(=O)oc3ccccc32)cc1	-10%	-4%	6%	-4	7%	0%	-2%	179%[activator]	-2%
N=c1c(S(=O)(=O)c2ccccc2)cc2c(=O)n3ccccc3nc2n1CCCN1CCOCC1	-19%	-8%	-11%	-16	57%[activator]	-3%	-4%	29%	0%
O=C(c1ccc(NC(=O)C2(c3ccccc3)CCOCC2)cc1)N1CCOCC1	-8%	-13%	4%	-7	-5%	-5%	-3%	10%	40%
Cc1cccc(C(=O)Nc2nnc(S(=O)(=O)N(C)Cc3ccc(Cl)cc3)s2)c1	-11%	-1%	.	-20	-12%	-5%	-2%	89µM*	24%
COc1cccc(OCC(=O)Nc2c3c(nn2-c2ccccc2)CS(=O)(=O)C3)c1	-12%	-13%	7%	21	-7%	-8%	0%	-4%	16%
CCN(CC(=O)Nc1ccc(N2CCOCC2)cc1)Cc1nc2ccccc2c(=O)[nH]1	-16%	-12%	-1%	5	-15%	-5%	-3%	10%	1%
NC(=O)c1ccc(N=Cc2ccc([N+](=O)[O-])s2)cc1	32µM*	-34%	?	20	-2%	-3%	-10%	50µM*	?
Cc1ccc(-c2nn(C(C)(C)C)c3ncnc(NS(=O)(=O)c4ccc([N+](=O)[O-])cc4)c23)cc1	-12%	-17%	1%	-1	-14%	-11%	-6%	41%[activator]	-1%
Cc1ccc(S(=O)(=O)N2[C@@H](c3ccc(Br)cc3)C(C(=O)O)=CC[C@H]2c2cccc(C)c2)cc1	-1%	-16%	-20%	-4	.	.	-3%	-8%	.
Cc1ccccc1OCCn1cnc2cc([N+](=O)[O-])ccc2c1=O	-21%	-6%	0%	-1	-20%	-1%	2%	36%[activator]	-23%
CSCCC(NC(N)=O)C(=O)N(C)CC(=O)Nc1ccc(C)cc1 (stereo not given)	-9%	-10%	-3%	-1	-7%	-1%	-3%	5%	-1%

Some of the compounds tested; rates above refer to the full screens.
